KB-3-1 cytotox – kills parental KB-3-1 adenocarcinoma cells; KB-3-1 viability, CellTiter-Glo ATP luminescence, 72 h; Potency, µM (top dose mostly 46.1 µM), inactives show at the top dose activity change, negative = cytotoxic, hits mostly cytotoxic; 1.4% of 400,000 active; AID 1347075; further: potency means the concentration at half of the fitted maximal effect; on the % scale 0 is the no-effect control and ±100 the full control effect; nearly all actives have a fitted effect of over 60% in size
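72 h, 37 °C compound treatment of KB-3-1 parental cells; CellTiter-Glo added, 10 min, luminescence read. Data corrected against DMSO-only plates and normalized before curve fitting.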
HT1080NT lethal – kills 2HG-producing HT-1080-NT fibrosarcoma cells. HT-1080-NT fibrosarcoma viability, CellTiter-Glo ATP luminescence, 48 h. Potency, µM (highest dose often 46.1 µM), for the others: top-dose activity, negative = less viability, actives largely listed as cytotoxic. 1.6% of 360,000 active. AID 686970;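 further: NT is the 2HG producing partner of a matched IDH1 knockdown line; potency means the concentration at half of the fitted maximal effect; 0% = DMSO-treated cells and -100% = media-only wells without cells; nearly all actives have a fitted effect of over 55% in size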
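Luminescent CellTiter-Glo readout after 48 hours of compound exposure at 37 degrees C defined viability of HT-1080-NT cells. Activity was normalized to DMSO wells and cell-free media wells; concentration-response curves were fitted and assigned curve classes.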
IL-1B inflam inh – blocks inflammasome-driven IL-1 beta release | THP-1 LPS/ATP IL-1B secretion, AlphaLISA, 16 h; hits give low values | activity change, % at 57.5 µM | AID 743279 | 4.7% of 360,000 active; in the data active means activity change below about -50%; inconclusive means mostly about -30% to -49%; further: on the % scale 0 is the no-effect control and ±100 the full control effect
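Secreted IL-1B measured by AlphaLISA bead assay after 16 h compound exposure of THP-1 cells; compounds (final up to 57.5 uM) added 1 h before LPS (250 ng/mL) and ATP (1.25 mM) stimulation; lower signal means less secretion.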
HT1080 IDH1KD tx – toxicity to HT-1080 IDH1 knockdown cells (counter line). Potency, µM (top dose mostly 46.1 µM), without a hit: at the highest dose activity, negative = toxicity, most hits filed as cytotoxic. HT-1080 IDH1 knockdown viability, ATP luminescence, 48 h. 2% of 360,000 active;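 further: potency means the concentration at half of the fitted maximal effect; 0% = DMSO wells and -100% = cell-free medium wells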
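Cytotoxicity counter-line: IDH1KD HT-1080, 48 h, CellTiter-Glo. Curves classed by r2, magnitude and activity.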
KB-V1 cytotox – kills drug-selected multidrug resistant KB-V1 cells | KB-V1 MDR cells viability, CellTiter-Glo, 72 h | Potency, µM (doses to about 46.1 µM), inactives show top-dose activity change, negative = cytotoxicity, hits mostly cytotoxic | 3.4% of 400,000 active | AID 1347076; further: potency means the concentration at half of the fitted maximal effect; on the % scale 0 is the no-effect control and ±100 the full control effect; nearly all actives have a fitted effect of over 60% in size
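In this primary screen, KB-V1 cells overexpressing P-gp are incubated with library compounds (lowest to highest concentration) for 72 h at 37 degrees C before a luminescent ATP viability read.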
DRD3 antagonist – D3 dopamine receptor (human) antagonism; P35462; D3R cells, DiscoveRx beta-arrestin luminescence, antagonist mode; hits give low values; max response, negative = inhibition, %; 2.5% of 360,000 active; AID 652054; in the data active means max response below about -50%; inconclusive means no clear call, values can overlap the other calls; further: on the % scale 0 is the no-effect control and ±100 the full control effect; mostly tested at two doses, the higher about 12 µM
Target sequence (P35462 whole entry, looked up): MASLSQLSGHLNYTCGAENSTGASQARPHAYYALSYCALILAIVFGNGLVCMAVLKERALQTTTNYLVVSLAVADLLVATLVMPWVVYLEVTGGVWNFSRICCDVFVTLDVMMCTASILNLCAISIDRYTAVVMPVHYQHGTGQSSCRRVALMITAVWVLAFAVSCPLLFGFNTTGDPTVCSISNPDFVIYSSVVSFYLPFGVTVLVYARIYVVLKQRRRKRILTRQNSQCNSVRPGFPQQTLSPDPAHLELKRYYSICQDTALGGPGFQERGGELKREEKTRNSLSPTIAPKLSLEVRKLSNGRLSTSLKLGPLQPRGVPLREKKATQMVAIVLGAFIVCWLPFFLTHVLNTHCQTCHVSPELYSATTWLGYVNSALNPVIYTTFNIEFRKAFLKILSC
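Cells expressing the human receptor were seeded at 1500 cells/well, incubated overnight at 37 degrees C in 5% CO2, then exposed to library compounds with dopamine controls for 90 minutes at 37 degrees C before luminescent detection.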
SW480 rerep – DNA re-replication induction in SW480 cells; 1.8% of 340,000 active; SW480 DNA re-replication, Hoechst DNA content imaging, 48 h; Potency, µM (doses to about 46.1 µM), for the others: at the top dose re-replication activation, hits mostly activators; further: potency means the concentration at half of the fitted maximal effect; % of control where 0% means no effect; nearly all actives have a fitted effect of over 55% in size
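First, 250 cells per well were seeded. Next, compound or vehicle (23 nL) was pinned in, plates sat 48 hr at 37 C. Finally Hoechst was added for 40 min before fluorescence scanning.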
GLP-1R agonist – GLP-1 receptor (human) agonism | AID 624172 | 0.007% of 380,000 active | Potency, µM (doses to about 45.6 µM), for inactives: at the top dose activation, actives largely listed as activators | P43220 | HEK293 GLP-1R CRE-luciferase, luminescence, 4-6 h; cells express a hypersensitive GLP-1R form; further: potency means the concentration at half of the fitted maximal effect; % of control where 0% means no effect
Target sequence (P43220 whole entry, looked up): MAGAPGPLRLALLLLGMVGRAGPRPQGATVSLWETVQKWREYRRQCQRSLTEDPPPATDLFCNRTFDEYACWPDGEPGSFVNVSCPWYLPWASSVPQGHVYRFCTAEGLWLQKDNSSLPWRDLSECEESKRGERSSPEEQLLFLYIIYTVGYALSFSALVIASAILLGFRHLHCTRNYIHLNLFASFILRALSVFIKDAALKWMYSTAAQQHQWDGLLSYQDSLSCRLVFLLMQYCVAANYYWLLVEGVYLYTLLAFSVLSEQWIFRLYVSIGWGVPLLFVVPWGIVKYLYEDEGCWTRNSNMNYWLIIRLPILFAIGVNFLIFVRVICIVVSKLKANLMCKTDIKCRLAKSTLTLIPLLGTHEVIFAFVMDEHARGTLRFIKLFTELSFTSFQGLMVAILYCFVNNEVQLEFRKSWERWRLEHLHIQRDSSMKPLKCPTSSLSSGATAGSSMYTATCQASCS
D3 ag – D3 dopamine receptor (human) agonism | max activation, % | 0.58% of 410,000 active | D3R DiscoveRx beta-arrestin cells, luminescence, 90 min | P35462; in the data active means max activation above about 30%; further: 0% is about no effect; mostly tested at two doses, the higher about 12 µM
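Agonist-mode cell screen: cells plated at 1500/well and incubated overnight at 37 °C, then exposed to library compounds for 90 min at 37 °C. Detection reagent was added for 30–60 min at room temperature, and luminescence was read.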
Starred values were filed as active, the others as inactive; ? = inconclusive; nt = no result given; [ ] = remark or other dose. Unless noted, the call rests on the fitted dose curve; in most records, active means well fitted curve in the direction sought with a large enough effect; inconclusive means small, poorly fitted or top-dose-only effect, or another doubt; inactive means no such curve, though single readings can be large; an effect the other way counts as inactive or inconclusive.

#1 Nn1cnnc1SCC(=O)Nc1ccc(C2CCCCC2)cc1
#2 C[C@]12CC[C@@H]3c4ccc(O[C@@H]5O[C@H](C(=O)O)[C@@H](O)[C@H](O)[C@H]5O)cc4CC[C@H]3[C@@H]1C[C@@H](O)[C@@H]2O
#3 CS(=O)(=O)N(Cc1ccc(C(=O)NCc2ccco2)cc1)c1ccccc1
#4 CCOc1ccc(NC(=O)CCC(=O)c2ccc(F)cc2)cc1
#5 COc1ccc(C(C(=O)NC(C)(C)C)N(Cc2ccc(C)cc2)C(=O)CCC(=O)Nc2cc(C)on2)cc1 (stereo not drawn)
#6 COc1ccc(CN2C(=O)CSC2c2ccccn2)cc1 (stereo not drawn)

Screen / compound no.	1	2	3	4	5	6
DRD3 antagonist	-13	3	-2	-4	-24	-10
IL-1B inflam inh	-3	0	-11	11	0	10
HT1080NT lethal	0%	7%	8%	-2%	-18%	-1%
GLP-1R agonist	-1%	-1%	-10%	6%	-7%	-15%
KB-V1 cytotox	8%	16%	1%	9%	-20%	0%
HT1080 IDH1KD tx	-1%	0%	-1%	-5%	-22%	5%
KB-3-1 cytotox	2%	0%	3%	3%	?	16%
SW480 rerep	1%	-9%	-2%	2%	-7%	-7%
D3 ag	-3	3	0	1	1	-3

#7 CCOC(=O)c1c(NC(=O)CC)sc2c1CCN(Cc1ccccc1)C2
#8 CC(/C=N/NC(=O)c1cccc([N+](=O)[O-])c1)=C\c1ccccc1
#9 Cc1ccc(-c2nnc(Nc3ccc4c(c3)OCO4)c3ccccc23)cc1S(=O)(=O)NC(C)C
#10 CCOC(=O)c1ccccc1NC(=O)Cc1ccc(OC)c(S(=O)(=O)N2CCOCC2)c1
#11 O=[N+]([O-])c1ccc(OCc2cnc(Cl)s2)c([N+](=O)[O-])c1
#12 O=C(Nc1cccc(-c2cn3ccccc3n2)c1)C1CC1

Screen / compound no.	7	8	9	10	11	12
DRD3 antagonist	-5	13	-7	-3	0	22
IL-1B inflam inh	9	-2	-57*	-29	10	20
HT1080NT lethal	-19%	-4%	-13%	-2%	-3%	-3%
GLP-1R agonist	?	0%	18%	23%	17%	-1%
KB-V1 cytotox	-3%	-2%	0%	-18%	1.2µM*	18µM*
HT1080 IDH1KD tx	-7%	?	-12%	-18%	-11%	11%
KB-3-1 cytotox	11%	-12%	?	9%	6.5µM*	?
SW480 rerep	21%	0%	7%	2%	-103%[inhibitor]	-7%
D3 ag	0	2	-24	3	5	5

#13 COc1cccc(/C=N/NC(=O)CO/N=C(\C)c2cccs2)c1OC
#14 Cc1cc(Cl)c(OCCN2C(=O)NC(C)(C)C2=O)c(Br)c1
#15 NC(CCc1ccccc1)c1csc(NC(=O)Nc2cccc(C(F)(F)F)c2)n1 (stereo not drawn)
#16 COCCNC(=O)C(=O)NNC(=O)COc1ccc(OC)cc1
#17 CC(C)CNc1ncnc2onc(-c3ccc(Cl)cc3)c12
#18 C/C(=C\COc1ccc2ccc(=O)oc2c1)CC[C@@H](O)C(C)(C)O

Screen / compound no.	13	14	15	16	17	18
DRD3 antagonist	-12	13	15	5	nt	1
IL-1B inflam inh	-7	31	-57*	13	nt	16
HT1080NT lethal	4%	-3%	16µM*	14%	nt	-1%
GLP-1R agonist	12%	8%	-15%	-1%	4%	16%
KB-V1 cytotox	13%	-1%	?	7%	-17%	-13%
HT1080 IDH1KD tx	-5%[9.24 µM]	-7%	21µM*	9%	nt	7%
KB-3-1 cytotox	-3%	4%	?	-1%	-8%	16%
SW480 rerep	-3%	-23%	nt	-139%[inhibitor]	nt	-2%
D3 ag	-17	-1	3	2	1	-1

#19 CN(CCc1ccccn1)C(=O)CCC1CCCN(Cc2ccccc2OC(F)F)C1 (stereo not drawn)
#20 Cc1ccc(NC(=O)OC(C)CNC(=O)Oc2cccc(C)c2)cc1 (stereo not drawn)
#21 CCCCSCCCNC(=O)c1ccc(CS(=O)(=O)c2ccccc2OC)o1
#22 O=C(Nc1ncccn1)c1ccc([N+](=O)[O-])cc1[N+](=O)[O-]
#23 Cc1ccccc1-n1nnnc1SCc1csc(-c2ccccc2)n1
#24 O=C(CN1CCOCC1)NNc1c2ccccc2nc2ccccc12

Screen / compound no.	19	20	21	22	23	24
DRD3 antagonist	-29	8	-3	11	15	4
IL-1B inflam inh	8	15	-24	0	-17	-1
HT1080NT lethal	14%	0%	0%	0%	1%	7%
GLP-1R agonist	2%	-13%	7%	0%	0%	19%
KB-V1 cytotox	-6%	2%	0%	4%	-1%	?
HT1080 IDH1KD tx	19%	0%	2%	0%	-11%	1%
KB-3-1 cytotox	-2%	-4%	1%	3%	19%	17%
SW480 rerep	-47%[inhibitor][1.84 µM]	-4%	0%	-15%	13%	12%
D3 ag	-10	1	-4	-3	0	-3

#25 COCCCn1c(=O)c2sccc2n2c(CCCC(=O)NCC3CCCO3)nnc12 (stereo not drawn)
#26 O=C(CNC(=O)C12CC3CC(CC(C3)C1)C2)N1CCCC(C(F)(F)F)C1 (stereo not drawn)
#27 CCc1ccccc1NC(=O)C(Cc1ccccc1)c1nn[nH]n1 (stereo not drawn)
#28 CCOC(=O)c1ccc(NC(=S)N2CCSC2c2ccc(OC)cc2)cc1 (stereo not drawn)
#29 O=C(NC1CCCCC1)Sc1ccc(Cl)cc1
#30 O=C(CN1C(=O)NC2(CCCC2)C1=O)NCc1ccc(Cl)cc1

Screen / compound no.	25	26	27	28	29	30
DRD3 antagonist	17	-30	-10	?	-91*	-11
IL-1B inflam inh	0	19	8	26	-26	-51*
HT1080NT lethal	10%	2%	-3%	1%	-1%	-2%
GLP-1R agonist	-2%	7%	0%	-12%	-8%	4%
KB-V1 cytotox	2%	9%	2%	18µM*	?	1%
HT1080 IDH1KD tx	23%	-1%	-4%	0%	-5%	-5%
KB-3-1 cytotox	-2%	1%	0%	17%	?	2%
SW480 rerep	-2%	nt	-11%	6%	-4%	-13%
D3 ag	6	-1	0	-7	0	-3

#31 C=CCOc1ccccc1/C=c1\sc2nc(=O)c(C)nn2c1=O
#32 CN1CCN(S(=O)(=O)c2ccc(Br)s2)CC1
#33 CCN(CC)C1CCN(C(=O)c2cc(COc3ccc(F)cc3Cl)on2)C1 (stereo not drawn)
#34 CCOc1cnc(-c2ccc(Cl)cc2)o1
#35 COc1ccc(/C=C(/NC(=O)c2ccccc2)C(=O)N2CCOCC2)cc1OC
#36 Cc1cccc(Nc2nc(N)nc(-c3oc4ccccc4c3C)n2)c1

Screen / compound no.	31	32	33	34	35	36
DRD3 antagonist	-17	-14	-4	40	4	-5
IL-1B inflam inh	1	-11	?	-18	-67*	-75*
HT1080NT lethal	5%	13%	3%	21%	22%	?
GLP-1R agonist	-12%	2%	-2%	-18%	3%	?
KB-V1 cytotox	?	-21%	0%	?	-5%	21µM*
HT1080 IDH1KD tx	-13%	12%	0%	18%	11%	?
KB-3-1 cytotox	0%	-7%	-2%	8%	7%	?
SW480 rerep	-6%	-7%	-2%	0%	-3%	18µM*
D3 ag	6	1	-14	5	7	3

Of the compounds above, 2 have an aryl thioether with sulfur outside any ring:
#1 Nn1cnnc1SCC(=O)Nc1ccc(C2CCCCC2)cc1
#23 Cc1ccccc1-n1nnnc1SCc1csc(-c2ccccc2)n1

Screen / compound no.	1	23
DRD3 antagonist	-13	15
IL-1B inflam inh	-3	-17
HT1080NT lethal	0%	1%
GLP-1R agonist	-1%	0%
KB-V1 cytotox	8%	-1%
HT1080 IDH1KD tx	-1%	-11%
KB-3-1 cytotox	2%	19%
SW480 rerep	1%	13%
D3 ag	-3	0

Additional compounds.
#37 CCN(CC)S(=O)(=O)c1ccc(N2CCOCC2)c(NC(=O)Cc2cccc3ccccc23)c1
#38 Cc1ccc(COc2ccc(/C=N/O)cc2)cc1
#39 COc1cc(/C=N/n2nnnc2Nc2ccccc2)cc(OC)c1OC
#40 COc1ccc(C(=O)NCCn2cc(SCC(=O)Nc3cccc(C)c3)c3ccccc32)cc1
#41 COc1ccc(CCNC(=O)CSc2nnc3ccccn23)cc1
#42 O=C(CSc1ccccn1)N1CCc2ccccc21

Screen / compound no.	37	38	39	40	41	42
DRD3 antagonist	?	5	1	nt	-4	-11
IL-1B inflam inh	-1	-9	?	nt	0	-17
HT1080NT lethal	-1%	5%	0%	nt	9%	22%
GLP-1R agonist	2%	20%	16%	-2%	6%	6%
KB-V1 cytotox	-30%	0%	2.6µM*	?	18%	-11%
HT1080 IDH1KD tx	-7%	3%	0%	nt	12%	12%
KB-3-1 cytotox	-3%	8%	16%	?	17%	3%
SW480 rerep	-7%	5%	-110%[inhibitor]	nt	-28%	-7%
D3 ag	-12	-1	0	9	-17	-7

#43 CC1CCCCC12NC(=O)N(CC(=O)N1CCN(S(=O)(=O)/C=C/c3ccccc3)CC1)C2=O (stereo not drawn)
#44 Cc1cc(Cl)c(S(=O)(=O)NCc2ccncc2)cc1OCC(N)=O
#45 O=C(COC(=O)Cn1cnc2ccccc2c1=O)Nc1ccc(Cl)c(C(F)(F)F)c1
#46 CCOC(=O)CC1C(=O)NCCN1C1CCCC1 (stereo not drawn)
#47 CCOC(=O)C1=CCN(S(=O)(=O)c2ccccc2)C1c1ccccc1 (stereo not drawn)
#48 COc1cc(NC(=S)NC(=O)C(C)C)ccc1NC(=O)c1cc2ccccc2o1

Screen / compound no.	43	44	45	46	47	48
DRD3 antagonist	8	-12	1	-24	20	9
IL-1B inflam inh	-12	34	3	-4	49	9
HT1080NT lethal	-1%	13%	3%	11%	1%	5%
GLP-1R agonist	0%	-5%	-3%	-1%	0%	2%
KB-V1 cytotox	3%	10%	-1%	-12%	0%	-1%
HT1080 IDH1KD tx	-7%	-1%	4%	27%	1%	8%
KB-3-1 cytotox	3%	6%	19%	1%	0%	4%
SW480 rerep	4%	11%	-1%	0%	nt	?
D3 ag	2	-4	3	3	-1	11

Results in sequence from above:
Nos. 44–48 in KB-3-1 cytotox, in turn: 6%, 19%, 1%, 0%, 4%

Screens (PubChem)
